TPT1 inhibitor = Candida albicans TPT1 enzyme inhibitors, primary screen, biochemical, fluorescence polarization | recombinant caTPT1, FP RNA substrate dephosphorylation | inhibition, % at 5 µM | 300,000 tested, 0.81% active | AID 1962, 2009;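 active means inhibition above the mean of all tested compounds plus 3 SD, set per screening campaign, cut at about 24% in these data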;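 further: plate controls were DMSO alone for no effect and ferristatin control at 100 nM for full effect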
LYPLA2 counter = LYPLA2 inhibitors, primary screen, counter-screen for PME1 inhibitor project, biochemical, fluorescence polarization, FP-Rh probe ABPP | Acyl-protein thioesterase 2 (Homo sapiens), O95372 | recombinant LYPLA2 | inhibition, % at 5.9 µM | 320,000 tested, 0.38% active | AID 2177, 2009;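 active means inhibition above the screen-wide mean plus 3 SD, limit set per campaign, cut at about 26% in these data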;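 further: 0% = LYPLA2 with DMSO and 100% = wells lacking LYPLA2 enzyme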
Efflux pump inh = inhibitors of Candida efflux pumps in yeast, primary screen, S. cerevisiae, Nile Red, multiplex. S. cerevisiae Candida pump triplex. inhibition, % at 10 µM. 330,000 tested, 0.44% active. AID 485275, 2010;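 active means plate passing quality check with inhibition over a set limit, or well fluorescence over plate mean plus 4 SD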;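 further: Nile Red retained in pooled yeast measured as flow cytometry median fluorescence; 0% = buffer negative control and 100% = Enniatin B positive control; higher means more Nile Red kept so more efflux inhibition; some compounds called inactive have numbers as strong as hits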
CTSL1 counter = Fasciola hepatica cathepsin L1 inhibitors, primary screen, counter-screen for PFM18AAP inhibitor project, biochemical, QFRET, fluorogenic peptide substrate; recombinant F. hepatica cathepsin L1, Z-Leu-Arg-MCA fluorescence; inhibition, % at 5.96 µM; 300,000 tested, 0.49% active;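 active means inhibition above the mean of all tested compounds plus 3 SD, set per screening campaign, cut at about 17% in these data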;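 further: 0% = plate median of test compound wells and 100% = 1 µM Z-Phe-Ala-diazomethylketone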
PREPL inh = PREPL enzyme inhibitors, primary screen, biochemical, fluorescence polarization | recombinant PREPL, fluorescence polarization activity-based probe | inhibition, % at 5.96 µM | 320,000 tested, 0.68% active | AID 2751, 2010; in the data active means inhibition above about 43%;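 further: 0% = enzyme with DMSO and 100% = wells lacking enzyme; many of its hits are not listed in these tables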
PP1 inh = PP1-alpha phosphatase inhibitors, primary screen, counter-screen for PP5 inhibitor project, biochemical, fluorescence, OMFP substrate, single point. inhibition, % at 6.7 µM. purified PP1alpha. Serine/threonine-protein phosphatase PP1-alpha catalytic subunit (Homo sapiens), P62136. 320,000 tested, 0.9% active;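 active means inhibition above the mean inhibition of all tested compounds plus 3 SD, computed separately for each screening campaign, cut at about 15% in these data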
Target sequence (P62136 whole entry, looked up): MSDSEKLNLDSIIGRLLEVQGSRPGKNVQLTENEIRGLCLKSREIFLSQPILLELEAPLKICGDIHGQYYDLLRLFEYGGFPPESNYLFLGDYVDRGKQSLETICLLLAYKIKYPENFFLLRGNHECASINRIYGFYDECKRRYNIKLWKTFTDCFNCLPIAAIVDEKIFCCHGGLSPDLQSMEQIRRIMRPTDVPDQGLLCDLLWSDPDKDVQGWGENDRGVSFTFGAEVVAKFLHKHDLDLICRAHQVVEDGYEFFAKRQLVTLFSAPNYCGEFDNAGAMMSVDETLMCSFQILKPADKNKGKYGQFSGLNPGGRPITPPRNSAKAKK
HCV core dimer = inhibitors of HCV core protein dimerization, primary screen, biochemical, TR-FRET, high-throughput. TR-FRET GST/Flag-core106 dimerization, 1536-well. inhibition, % at 5 µM. 300,000 tested, 0.33% active;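 active means inhibition above the mean of all tested compounds plus 3 SD, set per screening campaign, cut at about 45% in these data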
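Assay system – GST-tagged and Flag-tagged HCV core protein residues 1-106 · Quantity – core106 proteins, GST 13.5 nM and Flag 17 nM · Benchmarks – unlabelled core106 and no-GST-core106 wells · Read-out basis – percent inhibition of core106 dimerization signal · Detection – time-resolved FRET, ex 340 nm, em 617 and 671 nm · Schedule – 4 h at 22.5 °C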
PP5 inh = PP5 phosphatase inhibitors, primary screen, biochemical, fluorescence | AID 1987, 2009 | inhibition, % at 6.7 µM | purified PP5c, OMFP substrate fluorescence | 320,000 tested, 0.18% active | Serine/threonine-protein phosphatase 5 (Homo sapiens), P53041;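 active means inhibition above the campaign's mean inhibition across all tested compounds plus 3 SD, cut at about 9.5% in these data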;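 further: 0% = DMSO only and 100% = 100 µM cantharidin control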
Target sequence (P53041 whole entry, looked up): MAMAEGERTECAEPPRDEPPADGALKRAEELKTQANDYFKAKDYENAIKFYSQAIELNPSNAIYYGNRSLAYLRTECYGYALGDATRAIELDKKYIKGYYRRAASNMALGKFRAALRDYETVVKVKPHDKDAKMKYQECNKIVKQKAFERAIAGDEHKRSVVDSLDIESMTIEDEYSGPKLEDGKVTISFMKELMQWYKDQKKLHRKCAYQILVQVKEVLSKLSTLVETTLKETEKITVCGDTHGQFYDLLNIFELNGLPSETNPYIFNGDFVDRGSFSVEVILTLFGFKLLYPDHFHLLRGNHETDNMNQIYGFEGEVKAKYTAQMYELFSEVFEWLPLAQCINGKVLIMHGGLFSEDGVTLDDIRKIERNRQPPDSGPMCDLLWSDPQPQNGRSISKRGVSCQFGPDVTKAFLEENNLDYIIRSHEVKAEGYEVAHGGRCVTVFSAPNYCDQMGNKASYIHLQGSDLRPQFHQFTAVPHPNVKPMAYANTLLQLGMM
JMJD2C inh = inhibitors of GASC-1 histone demethylase, primary screen, biochemical, fluorescence, DELFIA europium. Lysine-specific demethylase 4C (Homo sapiens), Q9H3R0. GST-JMJD2C(1-420) H3K9me3 demethylation. inhibition, % at 2.35 µM. 330,000 tested, 0.069% active;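 active means more than half of a compound's replicate wells show inhibition beyond 50%, single wells judged on their own value; inconclusive means some, but no more than half, of replicates pass 50% inhibition; inactive means no replicate passes 50% inhibition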;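 further: signal counts dimethyl H3K9 product captured on neutravidin plate; 0% = median of DMSO wells and 100% = 0.3 times that DMSO median; strong numbers were not always called active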
* hit, by the source's call; ? = inconclusive; / = not tested or not shown; & = joins results of further samples. An excerpt, so the mix of outcomes need not match the whole.

#	molecule	TPT1 inhibitor	LYPLA2 counter	Efflux pump inh	CTSL1 counter	PREPL inh	PP1 inh	HCV core dimer	PP5 inh	JMJD2C inh
1	CCN(CC)c1ccc2c(O)cc(=O)oc2c1	1.8	3.7	-0.1	6.6	29.2	9.9	-1.4	0.5	13.6
2	Cc1cc(C)c(OCCN2CCOCC2)c(Cl)c1	0.7	7.6	0.1	-1.9	-0.2	1.1	2.8	0.6	3.2
3	CC1CCCCC12NC(=O)N(CC(=O)Nc1ccc(S(=O)(=O)N3CCOCC3)cc1)C2=O (stereo not given)	-1.9	-3.4	-0.1	-3.1	-3.9	0.9	2.1	-1.3	0.3
4	CCC(=O)N(c1nnc(SCC(=O)Nc2ccccc2Cl)s1)C1CC1	/	-1.1	-0.1	/	5.9	-2.4	/	-1.3	5.9
5	CCCn1nc(NC(=O)C2CCCO2)c2cc3cccc(C)c3nc21 (stereo not given)	0.9	-1.6	0.1	2.8	4.2	2.2	-2.9	0.2	3.8
6	CC(OC(=O)CCC(=O)c1cccs1)C(=O)NC1CCCCC1C (stereo not given)	/	-0.8	0.3	/	20.1	-1.0	/	1.6	-17.6
7	COc1ccc2cnn(-c3ccccc3)c(=O)c2c1OC	-4.1	7.9	-0.1	-1.0	0.6	-1.9	-2.4	0.8	-22.0
8	O=C(c1cc2ccccc2o1)N1CCN(S(=O)(=O)/C=C/c2ccccc2)CC1	0.2	-2.9	-0.1	1.5	-68.1	0.4	5.3	2.9	-3.3
9	C=C(C)c1ccccc1NC(=O)CCN1C(=O)c2ccccc2S1(=O)=O	3.0	0.2	-0.1	4.6	13.7	-8.1	-6.8	0.6	16.5
10	O=C(CN1CCN(Cc2ccccc2F)C1=O)NCC1CCCO1 (stereo not given)	-2.0	2.3	0.0	0.8	-6.1	-2.0	1.1	1.9	-4.7
11	COc1ccccc1CCNC(=O)c1csc2c1CCCC2	3.4	5.5	-0.2	2.6	-1.6	0.5	3.8	0.2	-5.5
12	COc1ccc(NC2CC(=O)NC2=O)cc1 (stereo not given)	-3.9	3.4	0.2	0.5	-9.5	-2.6	-8.2	2.8	-14.7
13	COc1ccc2c(c1)cc(C)c1nnc(SCC(=O)N(C)c3nc(-c4ccccc4)cs3)n12	-0.3	3.4	0.1	-4.5	-9.6	-0.7	-0.6	2.3	5.0
14	CCOc1ccc(C(=O)COc2ccc(NC(C)=O)cc2)cc1	1.1	-1.7	0.3	-2.1	8.4	10.2	13.3	3.2	-2.9
15	CC(C(=O)N1CCc2ccccc21)n1cccc1 (stereo not given)	-3.6	8.0	0.1	-1.0	2.2	-1.3	-1.6	2.9	-1.6
16	COC(=O)c1ccc(COc2cc(C)ccc2C)o1	0.3	-0.9	-0.1	-1.7	-0.4	-0.1	2.7	1.7	-12.8
17	COc1cc(S(=O)(=O)N2CCN(c3ccc(F)cc3)CC2)ccc1Cl	1.1	4.2	0.0	3.4	-45.8	-0.4	1.4	1.0	-4.0
18	COCC(=O)Nc1ccccc1C(=O)NC(C)C	1.9	0.4	0.2	1.7	20.9	-3.3	-0.2	1.2	5.1
19	Cc1ccccc1NC(=O)C1CCC(C)(C(=O)O)C1(C)C (stereo not given)	3.4	-0.1	0.1	-3.1	3.8	-1.8	-1.7	3.0	-17.1
20	Cc1cc(NC(=O)CSc2nnc(Cc3cccn3C)n2CCc2ccccc2)no1	-1.4	2.3	0.1	-4.2	-7.5	-6.7	2.2	0.1	/

For reference, 2 of the compounds above:
#	molecule	TPT1 inhibitor	LYPLA2 counter	Efflux pump inh	CTSL1 counter	PREPL inh	PP1 inh	HCV core dimer	PP5 inh	JMJD2C inh
19	Cc1ccccc1NC(=O)C1CCC(C)(C(=O)O)C1(C)C (stereo not given)	3.4	-0.1	0.1	-3.1	3.8	-1.8	-1.7	3.0	-17.1
20	Cc1cc(NC(=O)CSc2nnc(Cc3cccn3C)n2CCc2ccccc2)no1	-1.4	2.3	0.1	-4.2	-7.5	-6.7	2.2	0.1	/

(cont.)
#	molecule	TPT1 inhibitor	LYPLA2 counter	Efflux pump inh	CTSL1 counter	PREPL inh	PP1 inh	HCV core dimer	PP5 inh	JMJD2C inh
21	Cc1oc2cc(Br)c(O)c(Br)c2c1-c1ccccc1	-1.7	1.6	0.0	-1.4	-36.5	-1.2	4.9	1.0	-8.0
22	CCCCNc1c(N)n(CCC)c(=O)[nH]c1=O	-9.5	-3.8	0.0	6.6	22.4	1.3	-4.6	0.4	3.8
23	Clc1cnc(N/N=C/c2ccco2)c(Cl)c1	1.0	-2.7	0.3	2.2	6.0	-3.6	-9.0	2.8	5.3
24	CCc1nc(N)nc2c1C(=O)CC(C)(C)C2	1.7	-3.5	0.0	-3.1	-5.5	-3.2	-2.2	-2.5	2.7
25	CCOCCCNC(=O)C(c1ccccc1)N(Cc1ccc2c(c1)OCO2)C(=O)CNC(C)=O (stereo not given)	-5.9	0.1	0.0	-3.3	0.9	0.8	-2.0	-0.4	-8.4&29.0
26	NS(=O)(=O)c1ccc(CNC(=O)Cn2nc(C(F)F)cc2C(F)F)cc1	/	2.6	-0.2	/	-3.7	-1.0	/	-2.4	-1.6
27	Cc1cc(C(=O)N/N=C/C=C/c2ccccc2)c(C)o1	2.3	5.3	0.5	4.6	2.3	-1.3	-0.3	-0.2	-4.3
28	COc1ccc(C2/C=C\CN(C(=O)C3CCCC3)CC(=O)N2Cc2ccc(F)cc2)cc1 (stereo not given)	1.6	0.2	-0.1	-2.3	9.9	5.3	10.4	-0.5	2.9
29	Cc1c(C(=O)NCCC2=CCCCC2)sc2ncnc(N3CCCCC3C)c12 (stereo not given)	1.6	-7.8	0.0	5.0	11.8	6.6	2.4	5.3	2.9
30	O=c1[nH]c2ccccc2n1CCCOc1ccccc1	2.8	0.2	0.1	4.0	-13.0	7.1	-1.8	-2.2	79.3
31	O=C(Nc1nccs1)c1ccc(S(=O)(=O)N2CCOCC2)cc1	-0.1	3.2	-0.1	0.5	4.4	-1.8	-0.6	0.1	3.8
32	Cc1ccccc1C(=O)NC1CCN(C(=O)Nc2ccccc2Cl)CC1	-1.7	-0.7	0.0	5.0	-1.8	-4.2	-0.6	-2.0	8.1
33	CN=c1scc(C)n1/N=C/c1ccc(O)c(O)c1O	1.8	-4.1	0.4	4.3	27.2	2.1	-31.6	3.4	-1.3
34	CN1C/C(=C/c2ccncc2)C(=O)/C(=C/c2ccncc2)C1	-1.9	7.5	-0.1	1.6	20.4	2.0	-55.2	1.3	3.4
35	CCCc1cc2c(cc1NC(=O)c1ccco1)OCO2	-3.2	4.7	-0.1	2.1	-17.0	-2.0	-1.6	0.1	0.0
36	COc1ccc(C(=O)CC(=O)Nc2ccc([N+](=O)[O-])cc2)cc1	0.7	-25.5	0.1	1.8	-4.8	5.2	3.4	1.7	5.5
37	CC(=O)O[C@@]1(C)C[C@@H](O)[C@]2(O)C=CO[C@@H](O[C@@H]3O[C@H](CO)[C@@H](O)[C@H](O)[C@H]3O)[C@@H]21	/	1.3	-0.2	/	10.8	-2.5	/	1.3	0.4
38	CCCn1c(=O)[nH]c(=O)c2[nH]cnc21	1.8	3.9	0.1	0.1	-6.3	-0.8	-2.4	0.9	4.9
39	Cc1cccc(N2CCN(C(=O)COCc3cc(-c4ccc5c(c4)OCO5)on3)CC2)c1C	-0.7	-2.6	0.0	0.5	-25.3	6.5	18.5	1.8	-3.5
40	O=C(CSc1nnc(CNC(=O)c2ccco2)o1)Nc1ccc(Cl)cc1	-1.0	-4.7	-0.2	-4.6	0.9	-0.6	8.4	0.5	-2.2
41	Cc1ccc(OCC(=O)Nc2ccc(S(=O)(=O)N(C)C3CCN(C)CC3)cc2)c(C)c1	-3.4	6.1	0.2	2.0	41.2	0.0	-0.3	5.2	1.2
42	CC(C)(C)OC(=O)N1CCC(NC(=O)c2[nH]cnc2C(=O)Nc2ccc(Cl)cc2)CC1	/	2.1	-0.2	/	4.9	-0.3	/	-0.4	-2.1
43	Cc1cccc(NC(=O)c2cc3ccccc3c(=O)o2)n1	-0.1	-1.0	-0.1	1.8	1.7	-3.2	-3.4	-2.0	6.0
44	C/C(=N\NC(=O)c1nnn(-c2nonc2N)c1CN1CCC(C)CC1)c1cccc(Br)c1	-0.7	7.4	0.1	1.9	5.2	0.2	3.8	6.0	-18.1
45	CCN1CCN(Cc2c(OC)ccc3ccccc23)CC1	-4.9	2.7	-0.1	0.0	-6.5	-1.8	1.6	0.3	?
46	CCC(=O)NC(c1ccccc1)c1c(OC(C)=O)ccc2ccccc12 (stereo not given)	-3.6	-0.8	0.1	-8.3	1.4	-1.2	0.6	-0.5	-5.3
47	CCN(CC)C(=S)SCC(=O)c1ccc(Br)cc1	-0.6	-3.1	0.2	2.2	16.6	4.0	-4.5	5.0	7.6
48	O=c1[nH]c(N2CCOCC2)nc2ncn(Cc3ccccc3)c12	1.2	-4.8	0.0	-1.8	3.5	-1.9	2.2	-0.1	-4.9
49	CC[C@H](C)Cc1cn([C@@H](CCCN=C(N)N)C(=O)NCCCCCCCCCCC(=O)N2CCNCC2)nn1	1.0	2.8	0.1	0.7	18.3	5.3	-4.1	1.7	-7.7
50	O=C(OCc1cccc([N+](=O)[O-])c1)c1ccncc1	-1.1	-2.4	-0.2	2.3	8.3	-2.7	3.0	2.7	8.2
51	COc1ccc(OC)c(C2C(C(=O)c3cccs3)=C(O)C(=O)N2c2cc(C)on2)c1 (stereo not given)	4.3	1.1	0.1	-3.5	-8.8	-2.0	1.7	1.1	-26.6
52	O=C(NCCOc1ccccc1)C1CCCN1C(=O)c1cccs1 (stereo not given)	-7.8	6.5	0.1	-1.2	5.5	-4.4	5.3	4.0	-2.5
